# West Nile virus CPE: West Nile virus antiviral activity, cell-based, CPE readout (AID 1621) | West Nile virus-infected cells, CPE inhibition; higher % means a stronger effect | CPE inhibition, % at 10 µM; hits with a dose series show IC50 in µM | actives 0.02% (n = 290,000); in the data active means a potency from the dose series; further: strong numbers were not always called active
# PhoP inhibition: inhibitors of PhoP regulon expression, primary screen, Salmonella Typhimurium, GFP reporter (AID 1863). one-dose inhibition, % at 50 µM; IC50 in µM for titrated hits. S. Typhimurium PhoP-regulated promoter GFP reporter, 4 h; higher % means a stronger effect. actives 0.16% (n = 300,000);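 active means inhibition over 29.93%, a cutoff 3 SD above the screen mean, later confirmed by dose response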;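 further: 0% = low Mg2+ inducing control and 100% = high Mg2+ repressing control; strong numbers were not always called active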
# NTR1 ag: agonists of NTR1, primary screen, imaging, U2OS cells, beta-arrestin-GFP, high content (AID 493036); Neurotensin receptor type 1 (Homo sapiens), P30989; NTR1-U2OS beta-arrestin-GFP spot imaging, agonist mode; activation, % at 20 µM; actives 0.17% (n = 330,000);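 active means activation at or above 40% of the spot to cytoplasm intensity ratio, with at least 20 cells analyzed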;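 further: 0% = DMSO without peptide and 100% = 100 nM NTR1 peptide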
# Target sequence (P30989 whole entry, looked up): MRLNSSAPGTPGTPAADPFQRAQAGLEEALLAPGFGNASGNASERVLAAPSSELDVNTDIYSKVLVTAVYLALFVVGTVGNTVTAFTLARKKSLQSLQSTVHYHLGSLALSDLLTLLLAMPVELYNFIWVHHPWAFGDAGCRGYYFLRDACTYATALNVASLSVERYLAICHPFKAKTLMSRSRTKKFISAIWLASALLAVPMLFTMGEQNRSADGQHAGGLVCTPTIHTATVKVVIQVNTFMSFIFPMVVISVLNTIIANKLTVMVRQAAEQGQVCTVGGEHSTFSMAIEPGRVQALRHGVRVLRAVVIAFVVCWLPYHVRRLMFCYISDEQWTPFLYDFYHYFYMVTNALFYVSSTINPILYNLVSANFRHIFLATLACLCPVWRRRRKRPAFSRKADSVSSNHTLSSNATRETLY
# KOR beta-arrestin-1: KOR antagonists, beta-arrestin recruitment, cell-based, luminescence, uHTS (AID 1778); Kappa-type opioid receptor (Homo sapiens); actives 0.091% (n = 290,000); KOR beta-arrestin recruitment, luminescence, antagonist mode; higher % means a stronger effect; inhibition, % at 10 µM; hits with a dose series show IC50 in µM; in the data active means inhibition above about 50%; further: strong numbers were not always called active
# KOR beta-arrestin-2: KOR agonists, beta-arrestin recruitment, primary screen, cell-based, luminescence, uHTS (AID 1777); KOR beta-arrestin recruitment, luminescence; higher % means a stronger effect; actives 0.02% (n = 280,000); activation, % at 10 µM; hits with a dose series show EC50 in µM; Kappa-type opioid receptor (Homo sapiens); in the data active means activation above about 50%, passing the limit was not always enough; further: a part of the inactive calls stands beside numbers as strong as those of hits
# GPR55 beta-arrestin: GPR55 agonists via beta-arrestin recruitment, primary screen, imaging, U2OS cells, beta-arrestin-GFP redistribution (AID 1961). G-protein coupled receptor 55 (Homo sapiens). U2OS GPR55 beta-arrestin-GFP redistribution imaging; higher % means a stronger effect. one-dose activation, % at 10 µM; EC50 in µM for titrated hits. actives 0.048% (n = 290,000);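 active means activation above 40% with more than 50 cells counted in the well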;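 further: U2OS osteosarcoma cells stably expressing GPR55 and beta-arrestin-GFP; plate controls were DMSO negative control for no effect and LPI positive control for full effect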
# GPR35 arrestin U2OS: GPR35 antagonists blocking zaprinast-driven arrestin recruitment, primary screen, imaging, U2OS, beta-arrestin-GFP, zaprinast agonist (AID 2058); G-protein coupled receptor 35 (Homo sapiens); U2OS GPR35 beta-arrestin-GFP translocation imaging, zaprinast antagonism; higher % means a stronger effect; one-dose inhibition, % at 10 µM; IC50 in µM for titrated hits; actives 0.052% (n = 290,000);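 active means inhibition of at least 50% with at least 30 cells and total cytoplasm GFP at most 10,000,000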
# T cell HTS: modulators of CD8 T cell-vesicle binding, primary screen, mouse 2C CD8+ T cells, flow cytometry; 2C CD8+ T cell-vesicle binding; stronger effect = lower value; calls only at 7 µM; actives 0.068% (n = 330,000);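 active means response, share of CD8 T cells binding vesicles, and their 90th percentile fluorescence all below set limits, cut at about 80% in these data, passing the limit was not always enough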
#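 System: murine 2C transgenic CD8+ T lymphocytes; also added: QL9-loaded Drosophila micro-vesicles; times: binding 1.5 h at 37 °C; measured by: flow cytometry, PE anti-B7-1 (FL2) versus Alexa647 anti-CD8 (FL8), PFA-fixed; control set: Peptide-free naked vesicles (low) and QL9 vesicles with 0.7% DMSO vehicle (high)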
# GPR55 LPI antagonism: GPR55 antagonists blocking LPI-driven arrestin recruitment, primary screen, imaging, U2OS, beta-arrestin-GFP, LPI agonist (AID 2013); G-protein coupled receptor 55 (Homo sapiens); U2OS GPR55 beta-arrestin-GFP translocation imaging, LPI antagonism; higher % means a stronger effect; inhibition, % at 10 µM; hits with a dose series show IC50 in µM; actives 0.13% (n = 290,000);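 active means spots per cell inhibited over 60%, with over 100 cells counted and total cytoplasm intensity under 500,000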;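 further: U2OS cells stably carrying GPR55 and arrestin-GFP stimulated by 5 µM LPI near EC80; imaged beta-arrestin-GFP aggregate spots per cell after agonist stimulation; plate controls were LPI-stimulated DMSO wells for no effect and DMSO wells without LPI for full effect; some results filed as inactive read as strong as hits; confirmed hits need IC50 under 10 µM and bright autofluorescent wells are also inconclusive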
# T cell HTS vesicle-bound %: further read-out of T cell HTS, marked with its call; double positive events, %; measured here: CD8+ vesicle-bound cell fraction;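 binding gate set so that unloaded-vesicle control wells show 10% double positive cells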
# NTR1 ag cell count 20 µM: also measured in NTR1 ag; calls as there; cell count; measured here: cell count, cytotoxicity flag
# Numbers without * were called inactive; i = inactive; x = not tested or not shown; [ ] = dose if it differs, or a comment. An unsorted share of the library. About 0.62% of those tested had a hit in this group.
# The line under a structure holds: West Nile virus CPE | PhoP inhibition | NTR1 ag | NTR1 ag cell count 20 µM | KOR beta-arrestin-1 | KOR beta-arrestin-2 | GPR55 beta-arrestin | GPR35 arrestin U2OS | T cell HTS | T cell HTS vesicle-bound % | GPR55 LPI antagonism
> CC1=C(C(=O)OCC2CCCO2)C(c2ccsc2)C2=C(CCCC2=O)N1 (centres undefined)
  -0.7% | -4% | 2.3 | 41 | 3% | -6.6% | 0.5% | -10% | i | 26 | 11%
> O=Nc1c(O)n(Cc2cccc(Cl)c2)c2ccccc12
  2.3% | 27% | 2.0 | 82 | 24% | -2.2% | -0.1% | 10% | i | 15 | 33%
> Cn1ccc(C(=O)Nc2ccc(Br)cc2Br)n1
  -1.1% | 16% | -0.2 | 67 | 17% | 1.7% | -0.4% | 17% | i | 24 | 4%
> O=C(N/N=C/c1cccc([N+](=O)[O-])c1)c1cccc2cc[nH]c12
  -0.4% | -7% | -0.9 | 33 | 20% | -4.5% | -0.2% | 18% | i | 57 | -3%
> O=C(N/N=C/c1ccc(COc2ccc(Br)cc2)o1)c1ccco1
  0.1% | -10% | 2.3 | 54 | -22% | -1.6% | 0.4% | 2% | i | 48 | 12%
> Cc1cccc(NC(=S)N(Cc2ccc(Br)cc2)Cc2ccc(C(=O)O)cc2)c1
  0.2% | -2% | 3.0 | 52 | -17% | 4.1% | -0.3% | -6% | i | 56 | 5%
> COc1ccc(C2N(c3ccc(OC)cc3)C(=S)N3CCCN23)cc1 (centres undefined)
  -0.3% | 22% | 1.6 | 61 | -17% | 3.0% | 0.3% | -2% | i | 43 | 12%
> COc1ccc(C(C#N)N2N=C(C)CC2c2ccccc2)cc1 (centres undefined)
  0.1% | 1% | 1.2 | 77 | 20% | -7.6% | 0.0% | -2% | i | 32 | 12%
> COc1ccc(CC(=O)Nc2c3c(nn2C(C)(C)C)CS(=O)C3)cc1 (centres undefined)
  0.1% | 9% | -0.7 | 88 | -41% | 2.2% | -0.1% | -3% | i | 23 | 6%
> O=C(NC1CCCCCC1)C1CCCN(S(=O)(=O)c2cccs2)C1 (centres undefined)
  -0.5% | -3% | 0.3 | 63 | 20% | 4.9% | -0.1% | -6% | i | 6 | 2%
> c1ccc(-c2oc3ncnc(NCCCn4ccnc4)c3c2-c2ccccc2)cc1
  -0.3% | -6% | 5.1 | 54 | -20% | 6.4% | -0.1% | 14% | i | 24 | 17%
> FC(F)(F)c1cccc(CN2CCC(c3cc(-c4cccs4)n[nH]3)CC2)c1
  -1.5% | 1% | -1.3 | 74 | -61% | 0.3% | -0.5% | -8% | i | 57 | 3%
> CCc1ccc2c(c1)c(N=NC1=NC(=O)CS1)c(O)n2CC
  0.6% | -8% | -0.9 | 29 | -46% | 5.9% | -0.1% | 8% | i | 18 | -2%
> CCc1cc(=O)oc2cc(C)cc(OC(C)C(=O)NC(Cc3c[nH]c4ccc(O)cc34)C(=O)O)c12 (centres undefined)
  0.3% | -2% | -0.7 | 92 | -4%[20 µM] | -1.2% | -0.2% | -2% | i | 28 | 12%
> CCOC(=O)C1CCC(CNCc2ccc(Cl)cc2)CC1 (centres undefined)
  0.5% | 10% | 2.8 | 60 | -15% | -0.3% | 0.0% | -2% | i | 16 | 10%

# Full records from above. Order of screens: West Nile virus CPE, PhoP inhibition, NTR1 ag, NTR1 ag cell count 20 µM, KOR beta-arrestin-1, KOR beta-arrestin-2, GPR55 beta-arrestin, GPR35 arrestin U2OS, T cell HTS, T cell HTS vesicle-bound %, GPR55 LPI antagonism
# Listed for COc1ccc(C2N(c3ccc(OC)cc3)C(=S)N3CCCN23)cc1 (centres undefined) → -0.3%, 22%, 1.6, 61, -17%, 3.0%, 0.3%, -2%, i, 43, 12%
# Listed for CCOC(=O)C1CCC(CNCc2ccc(Cl)cc2)CC1 (centres undefined) → 0.5%, 10%, 2.8, 60, -15%, -0.3%, 0.0%, -2%, i, 16, 10%

# Structures shown so far containing a COOH group (two):
# The line under a structure holds: West Nile virus CPE | PhoP inhibition | NTR1 ag | NTR1 ag cell count 20 µM | KOR beta-arrestin-1 | KOR beta-arrestin-2 | GPR55 beta-arrestin | GPR35 arrestin U2OS | T cell HTS | T cell HTS vesicle-bound % | GPR55 LPI antagonism
> Cc1cccc(NC(=S)N(Cc2ccc(Br)cc2)Cc2ccc(C(=O)O)cc2)c1
  0.2% | -2% | 3.0 | 52 | -17% | 4.1% | -0.3% | -6% | i | 56 | 5%
> CCc1cc(=O)oc2cc(C)cc(OC(C)C(=O)NC(Cc3c[nH]c4ccc(O)cc34)C(=O)O)c12 (centres undefined)
  0.3% | -2% | -0.7 | 92 | -4%[20 µM] | -1.2% | -0.2% | -2% | i | 28 | 12%

# Other compounds.
# The line under a structure holds: West Nile virus CPE | PhoP inhibition | NTR1 ag | NTR1 ag cell count 20 µM | KOR beta-arrestin-1 | KOR beta-arrestin-2 | GPR55 beta-arrestin | GPR35 arrestin U2OS | T cell HTS | T cell HTS vesicle-bound % | GPR55 LPI antagonism
> CCOc1ccc(N(CC(=O)NC2CCCCC2)S(=O)(=O)c2c(C)noc2C)cc1
  0.2% | 4% | 1.8 | 55 | 16% | 4.5% | 0.0% | 20% | i | 34 | -2%
> O=C(C[n+]1ccccc1)N/N=C/c1c(F)cccc1Cl
  1.1% | 7% | -1.0 | 49 | 20% | -2.6% | -0.2% | -6% | i | 4 | -4%
> Cc1nccn1CCCNC(=O)C1CCC(=O)N(Cc2ccccc2F)C1 (centres undefined)
  0.3% | 12% | 0.1 | 61 | 0% | 3.0% | -0.2% | 3% | i | 4 | -8%
> Cc1nn(C)c(NC(=O)c2ccccc2Cl)c1Cl
  -0.4% | -2% | -0.8 | 81 | -30% | -0.5% | -0.1% | 0% | i | 32 | -2%
> CC(=O)n1cc(C(C[N+](=O)[O-])SCCN)c2ccccc21 (centres undefined)
  0.6% | -3% | 47* | 66* | 21% | -3.0% | 35% | -2% | i | 21 | x
> Cc1ccc(S(=O)(=O)N[C@@H](Cc2ccccc2)C(=O)N2CCC(C(=O)N[C@@H](CC(C)C)C(=O)O)CC2)cc1
  -0.7% | 12% | 2.4 | 70 | 14% | -0.7% | -0.1% | 1% | i | 15 | 6%
> CCOC(=O)C1CCN(C(=O)COC(=O)CN(C)S(=O)(=O)c2ccc(NC(C)=O)cc2)CC1
  -0.2% | 2% | 1.7 | 51 | -9% | 7.4% | 0.2% | 10% | i | 40 | 19%
> Cc1ccc(SCCNC(=O)C(CO)(CO)CO)cc1
  0.9% | -5% | 0.2 | 42 | 30% | 12% | 0.3% | -1% | i | 23 | 6%
> COc1ccccc1-n1c(=O)c2c3c(sc2n2c(SC(C)C)nnc12)CCC3
  -0.3% | 0% | 0.3 | 42 | -2% | -3.8% | -0.1% | -12% | i | 38 | 15%
> O=C(OCc1ccccc1)c1cccc(-c2nnn(Cc3ccccc3)n2)c1
  -0.3% | 11% | -0.6 | 57 | -19% | -3.6% | -0.1% | -13% | i | 26 | 4%
> CCCc1cc(=O)n2[nH]c(C)c(-c3ccc(Cl)cc3)c2n1
  -0.7% | 11% | 0.8 | 55 | -16%[20 µM] | -6.1% | -0.1% | 3% | i | 27 | -2%
> CC(C)OC(=O)c1cc(C(=O)c2cc(Br)ccc2O)coc1=N
  -1.0% | -11% | 3.1 | 65 | -4% | -5.6% | -0.3% | 2% | i | 25 | -2%
> COc1ccccc1OCC(=O)Nc1nnc(C2CCCC2)s1
  0.1% | 0% | 3.7 | 64 | -24% | -0.6% | -0.2% | 0% | i | 12 | 5%
> COc1ccc(C(C)=O)cc1COC(=O)CNC(=O)c1cc(C)cc(C)c1
  0.8% | -8% | 2.0 | 93 | 43% | 0.9% | -0.1% | -10% | i | 37 | -5%
> CCn1c(SCC(=O)Nc2cc3oc4ccccc4c3cc2OC)nnc1-c1cccs1
  0.3% | -9% | 7.3 | 66 | 8% | 1.8% | -0.1% | -4% | i | 27 | 5%
> Cc1ccc(-n2nnnc2-c2cccnc2)cc1
  0.1% | 2% | -0.3 | 43 | -2% | 1.6% | -0.6% | -2% | i | 38 | -1%
> COc1ccc(NC(=O)c2cccc(N3C(=O)C4C5CCC(C5)C4C3=O)c2)cc1 (centres undefined)
  -1.4% | 5% | 0.2 | 55 | -8% | -0.7% | -0.2% | -27% | i | 31 | 30%
> O=C(O)CNC(=O)c1ccc2c(c1)OCCO2
  -0.5% | -10% | -1.2 | 39 | 16% | -4.1% | -0.1% | -4% | i | 32 | 6%
> COc1ccc(S(=O)(=O)N2CCC(C(=O)NCc3cccc(OC)c3)CC2)cc1
  -0.7% | 0% | -0.4 | 64 | -8% | 1.7% | 0.2% | 2% | i | 40 | 0%
> COc1ccc(C2CC2/C(C)=N/OC(=O)c2ccc(F)cc2)cc1 (centres undefined)
  0.5% | 5% | 0.8 | 50 | -41% | 4.3% | 0.1% | 2% | i | 24 | -2%
> COCCNC(=O)c1c[nH]c2ccc(S(=O)(=O)N3CCOCC3)cc2c1=O
  0.8% | 4% | 0.6 | 61 | -13% | 1.2% | -0.2% | -4% | i | 3 | -3%
> CC1CCN(C(=O)C2CCCN(S(=O)(=O)c3cccc4nsnc34)C2)CC1 (centres undefined)
  0.3% | -8% | 0.8 | 60 | -8% | 4.5% | 0.5% | 7% | i | 30 | -2%
> CCN(CC)C(=O)c1ccc(-c2nnc(Nc3cccc(O)c3)c3ccccc23)cc1
  1.8% | 2% | 0.5 | 44 | -58%[20 µM] | -2.9% | 0.0% | -5% | i | 49 | -5%
> CC1CCN(CCNC(=O)C2CCN(S(=O)(=O)c3cccc4nsnc34)CC2)CC1
  0.3% | 1% | -0.7 | 53 | -37% | 10% | -0.1% | 14% | i | 15 | -5%
> Cc1nn(C)c(C)c1CNC(=O)Nc1ccc2c(c1)OCO2
  -0.6% | -8% | 2.8 | 49 | 7% | 0.3% | -0.7% | 11% | i | 59 | 12%
> CCCc1cc(=O)c2c(O)ccc(OC)c2o1
  0.6% | 3% | -0.4 | 48 | 18% | -3.5% | 0.2% | -9% | i | 56 | 11%
> Clc1ccc(Nc2nc(C3CC3)cs2)cc1
  x | -8% | 0.6 | 38 | 18% | 7.6% | -0.1% | 7% | i | 31 | -8%

# Screening data as filed in PubChem BioAssay.
